Source: PubChem BioAssay
TTR transcr act = increases transthyretin transcription | SH-SY5Y TTR promoter Gaussia luciferase, luminescence; 100% = recombinant luciferase protein wells | activation, % at 16.7 µM | actives 1.3% (n = 92,000) | AID 1117267;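 active = activation above the mean of all tested compounds plus 3 SD, cut at about 9.5% in these data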;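 also: cells exposed to compounds for one day before reading; 0% = median of all test compound wells on the plate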
Active calls of the source: *.

structure | TTR transcr act
CC(C)NC(=O)C1CCN(C2CCN(Cc3nc4ccccc4s3)CC2)CC1 | -0.4
O=C(COc1ccc(Cl)cc1)Nc1ccc(N2CCN(C(=O)c3ccco3)CC2)cc1 | -4.5
O=C(O)CCCCCN1C(=O)C(O)=C(C(=O)/C=C/c2ccccc2)C1c1ccc2c(c1)OCO2 (stereo not drawn) | 2.5
O=C(c1ccc(COc2ccccc2[N+](=O)[O-])o1)N1CCCCC1 | 5.4
CCOC(=O)C1=NN(c2ccc(OC)cc2)C(c2ccccc2)CC1=O (stereo not drawn) | -0.7
c1ccc(C2C3=C(Nc4ncnn42)c2ccccc2CCC3)cc1 (stereo not drawn) | -1.2
CC(C)NC(=O)N(C)C[C@H]1Oc2ccc(NC(=O)c3ccncc3)cc2C(=O)N([C@H](C)CO)C[C@@H]1C | 2.3
CCC(=O)Nc1cccc(NC(=O)c2cc3ccccc3o2)c1 | 4.8
CCN(CC)c1ccc(/C=N/OCC(=O)N2CCCc3ccccc32)cc1 | -1.7
COc1ccc2nc(-c3ccco3)c(-c3ccco3)nc2c1 | -1.4
O=[N+]([O-])c1ccc(CSc2nnc(SCc3ccccc3)s2)cc1 | 0.9
Cc1nn(C)c(Oc2ccccc2)c1CCNC(=O)CC(C)C | -0.5
Cc1ccc(F)c(S(=O)(=O)NC(=O)C2(C)CCN2C(=O)CCc2ccccc2)c1 (stereo not drawn) | 4.2
CC(=O)NCCOc1ccc2oc3ccccc3c2c1 | 9.4
O=C(COC(=O)c1cc(-c2ccccc2)nc2ccccc12)NC1CC1 | 2.7
COc1ccc(NC2c3ncccc3C(=O)N2Cc2ccccc2)c(OC)c1 (stereo not drawn) | 3.1
Nc1cccc2c1C(=O)N(C(=O)/C=C/c1ccc(F)cc1)C2=O | -1.4
CC(C)(C)c1cc(C(F)(F)F)n2ncc(-c3ccccc3)c2n1 | 4.1
O=C(NCc1cccc(Cl)c1)c1ccc(-c2csnn2)cc1 | -0.4
COCCn1c(=NC(=O)c2sc3ccccc3c2Cl)sc2cc(S(N)(=O)=O)ccc21 | -0.1
Cc1cccc(NC(=S)N2CCN(C(=O)C3CCCO3)CC2)c1 (stereo not drawn) | 2.7
COc1ccc(CCn2c(O)cc3nn(-c4nc5ccccc5s4)c(=O)c-3c2C)cc1 | 0.6
O=C1Nc2ccccc2N(O)N1c1ccc(S(=O)(=O)Nc2ccccn2)cc1 | -1.8
O=C(NN=C1CCC(c2ccccc2)CC1)c1ccccc1-n1cccc1 (stereo not drawn) | -1.4
C[C@@H]1CN([C@@H](C)CO)C(=O)CCCn2nncc2CO[C@@H]1CN(C)S(=O)(=O)c1cn(C)cn1 | -0.2
Cc1onc(-c2ccccc2)c1C(=O)NCC1COc2ccccc2O1 (stereo not drawn) | 1.0
CCCCNC(=O)O[C@H]1C[C@@H]2CCN3C(=O)CCC(C)(C)[C@H](C1)[C@H]23 | 4.5
CC(C)(C)OC(=O)C[C@H]1C/C=C\C[C@H](CC(=O)NCCO)C(=O)N[C@@H](Cc2ccccc2)COC1=O | -1.4
CC(=O)c1ccc(N2CCN(Cc3nc(Cc4ccccc4)no3)CC2)cc1 | -1.6
Cc1nn(C)cc1CN1CCCC(C(=O)c2ccc(-c3ccccc3)c(F)c2)C1 (stereo not drawn) | -1.3
COc1ccccc1NC(NC(=O)c1ccco1)C(=O)c1ccccc1 (stereo not drawn) | 2.2
CN(C)CCN(C(=O)/C=C/c1cccs1)c1nc2ccc(F)cc2s1 | -0.3
O=C(N/C(=C\c1ccccc1)C(=O)N1CCN(CCO)CC1)c1ccccc1 | 0.1
c1ccc(-c2noc(C3CCC3)n2)nc1 | 2.8
CCOc1ccc(N(C)S(=O)(=O)c2ccc(C)c(C(=O)Nc3nnc(C4CC4)s3)c2)cc1 | 2.3
COc1ccc(NC(=O)CSc2nc(N)c(NC(=O)c3ccccc3F)c(=O)[nH]2)cc1 | -1.2
O=C(NNS(=O)(=O)c1ccc2ccccc2c1)c1cc(-c2ccccn2)nc2ccccc12 | 0.9
COc1ccc(OCCOc2ccc(C)nc2[N+](=O)[O-])cc1 | 0.7
O=C(O)C(=Cc1cccc([N+](=O)[O-])c1)c1ccc(Cl)cc1 | -2.6
C/C(=N/OCc1ccc(Br)cc1)c1ccccn1 | 2.9
Cc1ccc(NC(=S)Nc2ccc(S(=O)(=O)Nc3ncccn3)cc2)c(C)c1 | 0.5
Cc1c(C=O)c2ccccn2c1C(=O)c1ccc(F)cc1 | -1.3
O=C(NC1=C(Nc2ccc(Cl)cc2)C(=O)c2ccccc2C1=O)c1ccccc1 | -1.2
Cc1cccc(NC(=O)CN2CCN(C(=O)C3CCCO3)CC2)c1C (stereo not drawn) | 0.7
Fc1ccccc1Nc1nc2ccccc2o1 | -1.2
CN1CCN(c2ccc(C(=O)c3ccc(Br)cc3)cc2[N+](=O)[O-])CC1 | 1.6
CCCCc1ccc(NC(=O)N2CCNC(=O)C2CC(=O)Nc2ccsc2C(=O)OC)cc1 (stereo not drawn) | -1.5
COc1ccccc1NS(=O)(=O)c1cc(-c2cnc(C3CC3)o2)ccc1C | -2.6
Cc1ccc(C(=O)N/C(=C\c2ccco2)C(=O)NCCc2c[nH]c3ccccc23)cc1 | 1.2
C[C@H]1CN([C@@H](C)CO)C(=O)CCCn2nncc2CO[C@@H]1CN(C)C(=O)Nc1ccnc(N2CCOCC2)c1 | 0.4

New compounds follow:
structure | TTR transcr act
C=CCN(CC=C)C(=O)C1CCN(Cc2ccc(OCc3ccccc3)cc2)CC1 | -2.7
Cn1c(SCC(=O)N2CCOCC2)nnc1-c1ccco1 | -1.6
Nc1nc(Nc2cccc(F)c2)nc(N2CCOCC2)c1[N+](=O)[O-] | 12*
O=C(Nc1ccccc1OC(F)F)c1ccc(S(=O)(=O)N2CCCC2)cc1 | 1.8
CCOC(=O)CC(=O)CSc1nc(C)cc(-c2cccnc2)c1C#N | 1.7
CCOc1ccc(C2C3=C(CCCC3=O)N(CC(=O)O)C3=C2C(=O)CCC3)cc1 | -1.7
Cc1cccc(CC2S/C(=N/c3ccccn3)NC2=O)c1 (stereo not drawn) | 0.6
Cc1ccc(C)c(NNC(N)=S)c1 | 5.3
CCC1Oc2ccccc2N(CC(=O)NCCCN2CCOCC2)C1=O (stereo not drawn) | 1.4
Cc1cccc(C)c1OCC(=O)Nc1ncn[nH]1 | 2.1
Cn1c(CCN2CCCCC2)nc2cc(NC(=O)C3CCCCC3)ccc21 | -0.5
CC(=O)c1ccc(NC(=O)CN2CCC(NC(=O)C3CCCCC3)CC2)cc1 | 3.9
Fc1cccc(NC(=S)NNc2ccccc2)c1 | -0.1
CCOc1ccc(C(=O)NCC(=O)OCC(=O)NC2CCCC2)cc1 | 0.5
S=C(Nc1ccc2c(c1)OCCO2)Nc1ccccc1Cl | -0.6
CCCc1nn(C)c2c(=O)[nH]c(-c3cc(S(=O)(=O)N(CCO)CCO)ccc3OCC)nc12 | 1.4
CCOc1ccccc1NC(=O)NNS(=O)(=O)c1ccc([N+](=O)[O-])cc1 | 1.1
Cn1cnnc1SCC(=O)Nc1c(F)cc(F)cc1Br | -0.8
O=C(Nc1ccn(Cc2c(F)c(F)cc(F)c2F)n1)c1ccc(COc2cc(Cl)ccc2Cl)o1 | -1.1
Cc1nn(-c2ccccc2)nc1C(=O)OCC(=O)N1CCC(C)CC1 | -1.2
COc1cccc2cc(-c3nc(-c4cccs4)cs3)c(=O)oc12 | -1.1
CCOC(=O)c1cccc(NC(=O)N[C@@H](C)C(=O)OC)c1 | -1.4
O=C(CC12CC3CC(CC(C3)C1)C2)Nc1cccc2ncccc12 | 4.9
CCN(CC)CCCNc1nc2ccccc2[nH]1 | 2.6
CCOC(=O)c1ccc(NC(=O)c2nccnc2C(=O)O)cc1 | 2.2
COc1cc(OC)cc(-c2cc3nc(C)c(CCC(=O)Nc4nc(C)cs4)c(C)n3n2)c1 | -2.7
Clc1ccccc1-c1ncc2ccccn12 | -2.0
O=C(NNC(=O)c1ccc(F)c(S(=O)(=O)N2CCOCC2)c1)c1ccc([N+](=O)[O-])cc1 | -1.4
CCCCn1nnnc1C1(C)CCC(=O)N1CCCn1ccnc1 (stereo not drawn) | -0.1
Cc1ccc(S(=O)(=O)N2CCCCC2)cc1C(=O)Nc1ccc(S(=O)(=O)Nc2ncccn2)cc1 | 1.0

Part of the list above, with values ahead of the structure.
TTR transcr act,mol
-1.4,CCOC(=O)c1cccc(NC(=O)N[C@@H](C)C(=O)OC)c1
4.9,O=C(CC12CC3CC(CC(C3)C1)C2)Nc1cccc2ncccc12
2.6,CCN(CC)CCCNc1nc2ccccc2[nH]1
2.2,CCOC(=O)c1ccc(NC(=O)c2nccnc2C(=O)O)cc1
-2.7,COc1cc(OC)cc(-c2cc3nc(C)c(CCC(=O)Nc4nc(C)cs4)c(C)n3n2)c1

(list continues)
structure | TTR transcr act
COC(=O)c1cc(OC)c(OC)cc1NC(=O)C(C)c1ccc([N+](=O)[O-])cc1 (stereo not drawn) | 7.3
O=C(COC(=O)c1ccccc1NC(=O)c1ccco1)NC1CCCCC1 | -2.0
CN(C)c1nc(SCCOC(=O)c2ccccc2)nc(N(C)C)n1 | 2.6
CN1C(=O)C(c2cn(C)c3ccccc23)(c2cn(C)c3ccccc23)c2ccccc21 | -0.1
O=C(Nc1ccccc1C(=O)N/N=C/c1ccco1)c1ccccc1 | -0.7
COC(=O)c1sc(SC)c(S(=O)(=O)C(C)C)c1N/N=C(\C#N)C(=O)c1ccccc1 | -0.2
Brc1ccccc1-c1nnc(CSc2nncn2-c2ccccc2)o1 | 3.3
O=C(Nc1nnc(S(=O)(=O)N2CCCCCC2)s1)c1ccccc1Cl | 3.6
Cc1nnc(SCC(=O)NCc2ccc3c(c2)OCO3)n1C | -0.2
N#CCCN(C(=O)COC(=O)Cc1ccc(Br)cc1)c1ccccc1 | 2.5
Cc1nnc(NC(=O)CCS(=O)(=O)c2ccccc2)s1 | 2.9
Cc1ccc(N(CCC#N)C(=O)CN2C(=O)NC(Cc3ccccc3)C2=O)cc1 (stereo not drawn) | -1.3
CCc1c(C)sc(NC(=O)OC)c1C(=O)N1CCCCC1 | -0.4
CC(C)CNC(=O)c1ccccc1SCC(=O)NC12CC3CC(CC(C3)C1)C2 | -1.4
CCCCS(=O)(=O)N1CCC(C(=O)NCC2CCCO2)CC1 (stereo not drawn) | 0.5
O=C(CCSCc1cccc(F)c1)NCc1ccc(F)cc1 | -1.7
CCOCC(=O)Nc1ccc(-c2cn3cccnc3n2)cc1 | 4.9
CCS(=O)(=O)N1CCN(c2ccc([N+](=O)[O-])c(NCc3cccnc3)c2)CC1 | -2.1
CCOC(=O)[C@H]1[C@H]2COc3cc(OC)ccc3[C@@H]2N2C(=O)CN(Cc3ccc(OC)cc3)C(=O)[C@@]12C | -0.6
COc1ccc(S(=O)(=O)Nc2ccc(C(N)=O)cc2)cc1C(=O)N1CCCCCC1 | -1.3
COc1ccccc1C1NC(=O)NC(C)=C1C(=O)OC1CCCCC1 (stereo not drawn) | 0.6
CC1Oc2ccccc2N(CC(=O)Nc2ccc3c(c2)OCCO3)C1=O (stereo not drawn) | 0.7
O=C(NCc1ccc(F)cc1)C(=O)NCC1OCCN1S(=O)(=O)c1ccc2c(c1)OCCO2 (stereo not drawn) | -1.5
O=C(Nc1ccc(OC(F)(F)F)cc1)Nc1nc2ncccn2c1-c1ccc(C(F)(F)F)cc1 | 0.7
CCCC[C@H]1C2CC(OC(=O)Nc3ccc(C(F)(F)F)cc3)C(C2)[C@H]2CCCCN21 (stereo partly drawn) | 0.8
CC1CCc2c(C(=O)Nc3nccs3)csc2C1 (stereo not drawn) | 0.7
Cc1cc(C(=O)NN)c(C)o1 | -1.1
CCCc1ccc(OCc2nc(-c3ccc(NC(=O)c4ccco4)cc3)no2)cc1 | 2.5
CCc1nc2ccc(C(=O)NCCOc3ccc(OC)cc3)cn2c1N(C)Cc1ccc(N(C)C)cc1 | 3.0
O=C1/C(=C/c2ccccc2)SC(=S)N1N1C(=O)C2CC2C1=O (stereo not drawn) | -0.8

In another format: results already given.
SMILES: Cc1ccc(NC(=S)Nc2ccc(S(=O)(=O)Nc3ncccn3)cc2)c(C)c1
- TTR transcr act: 0.5
SMILES: Cc1c(C=O)c2ccccn2c1C(=O)c1ccc(F)cc1
- TTR transcr act: -1.3

Following part
structure | TTR transcr act
CCCn1c(N2CCN(C(=O)Nc3ccc(Cl)cc3)CC2)nc2ccccc21 | -2.0
COc1cc(/C=N/NC(=O)c2cc[n+]([O-])cc2)cc(OC)c1OC | 2.4
COc1ccc2sc(-c3ccccc3OC)c(-c3ccc(OC)c(F)c3)c2c1 | -0.3
Cc1ccc(Sc2nc([N+](=O)[O-])nn2C)cc1 | 0.6
Cc1c(/C=N\NC(=O)c2c[nH]c3ccccc23)cnn1C | -0.8
CCOCCN(C(=O)c1ccccc1Cl)c1cccc(C)c1C | -2.4
O=C(Cn1c2ccc(F)cc2c2nc3n(c(=O)c21)CCS3)Nc1ccc(Cl)cc1F | 0.8
COc1ccccc1NC(=O)C(C)OC(=O)c1ccc(-n2cnnn2)cc1 (stereo not drawn) | 6.9
Cc1ccccc1C(=O)OC1OC(=O)C(Cl)=C1N1CCOCC1 (stereo not drawn) | 0.7
O=C(Cn1nc(-c2cccc([N+](=O)[O-])c2)c2ccccc2c1=O)Nc1cccnc1 | -0.4
O=C(CNCc1ccco1)Nc1ccc(N2CCCCCC2)cc1 | 4.0
Cc1ccc(CS(=O)(=O)CCC(=O)NC2CC2)cc1 | -0.8
Cc1c(C(O)(c2ccccc2)c2ccccc2)[n+]2ccccc2n1C | 0.5

The list is partial; rates above refer to the full screens.
